Pin1 inhibitor: human Pin1 inhibition; Q13526; Pin1 FP peptide displacement, HiFluor488, 10 min; Potency, µM (series often up to 115 µM), for the others: at the top dose activity, negative = inhibition, usual class: inhibitors; actives 0.009% (n = 390,000); active = well fitted inhibition curve with a large enough effect in the polarisation, with a control signal flat, not every such curve was filed as active; inconclusive = small, poorly fitted or top-dose-only effect, or effect the other way, or a change in a side signal; inactive = no such curve, though single readings can be large or run the other way; the % refers to the polarisation; also: potency is read from the fitted curve at half-maximal effect; % is scaled to controls: 0 for no effect and ±100 for the full control effect
Target sequence (Q13526 whole entry, looked up): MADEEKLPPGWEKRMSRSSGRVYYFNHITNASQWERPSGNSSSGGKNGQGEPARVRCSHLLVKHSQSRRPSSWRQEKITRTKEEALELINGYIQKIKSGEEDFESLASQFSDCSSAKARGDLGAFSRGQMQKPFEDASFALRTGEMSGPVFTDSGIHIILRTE
GLS inhibitor: glutaminase GLS (human) inhibition | AID 624170 | GLS enzymatic activity, qHTS titration | Potency, µM (titrated, usually from 45.5 µM), for inactives: at the top dose activity change, negative = inhibition, hits mostly inhibitors | actives 0.21% (n = 410,000); also: potency is read from the fitted curve at half-maximal effect; % is scaled to controls: 0 for no effect and ±100 for the full control effect
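Enzyme dispensed in phosphate buffer (45 mM, pH 8.2, 0.02% Tween-20), compounds pinned in, then 1 mM L-glutamine solution and the glutamate oxidase–HRP–Amplex Red mix added; fluorescence read immediately and again after 30 min at room temperature.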
BAZ2B inh: inhibitors of human BAZ2B bromodomain; actives 4.4% (n = 360,000); AlphaScreen BAZ2B-H3K14Ac peptide displacement; Potency, µM (doses to about 114 µM), for inactives: at the highest dose activity change, negative = inhibition, usual class: inhibitors; Q9UIF8; also: potency is read from the fitted curve at half-maximal effect; % is scaled to controls: 0 for no effect and ±100 for the full control effect; nearly all actives have a fitted effect of over 60% in size
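In this displacement format the biotinylated H3(5-23) peptide acetylated at Lys14 serves as ligand at 50 nM, with BAZ2B at 50 nM in PBS pH 7.4 containing 0.01% Tween-20. Donor and acceptor beads are 10 ug/mL final.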
PI4K2A block: PI4K2A (human) kinase inhibition; Q9BTU6; purified PI4K2A, ADP-Glo luminescence, 1 h; stronger effect = lower value; activity change, negative = inhibition, % at 76.9 µM; actives 0.13% (n = 420,000); in the data active = activity change below about -50%; inconclusive = mostly about -30% to -49%;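 also: -100% = wells without enzyme as full effect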
Target sequence (Q9BTU6 whole entry, looked up): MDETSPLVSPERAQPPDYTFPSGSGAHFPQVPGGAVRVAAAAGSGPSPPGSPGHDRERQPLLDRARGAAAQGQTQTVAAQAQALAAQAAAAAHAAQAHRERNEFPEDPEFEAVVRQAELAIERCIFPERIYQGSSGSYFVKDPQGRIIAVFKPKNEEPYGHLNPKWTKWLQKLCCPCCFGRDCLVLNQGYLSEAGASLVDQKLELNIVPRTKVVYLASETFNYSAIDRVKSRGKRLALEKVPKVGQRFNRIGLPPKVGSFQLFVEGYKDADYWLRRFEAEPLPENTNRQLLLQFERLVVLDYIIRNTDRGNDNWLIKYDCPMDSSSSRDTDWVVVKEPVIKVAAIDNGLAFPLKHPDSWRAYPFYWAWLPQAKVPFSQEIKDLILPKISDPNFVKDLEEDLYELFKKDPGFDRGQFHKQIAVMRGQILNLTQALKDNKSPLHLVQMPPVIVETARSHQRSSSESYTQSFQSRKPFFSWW
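ADP-Glo luminescence measured ADP generated by PI4K2A enzyme (4 ug/mL before mixing) with 1.2 mM PI substrate (pre-mix) and 300 microM ATP (pre-mix). Tris pH7.5 buffer with MgCl2, Triton X-100; 1 h reaction at ambient temperature.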
G9a inh: G9a (human) methyltransferase inhibition | G9a H3K9 monomethylation, AlphaScreen, 2 h | Potency, µM (series often up to 102 µM), for inactives: at the highest dose activity, negative = inhibition, hits mostly inhibitors | actives 8.8% (n = 350,000) | AID 504332; also: potency is read from the fitted curve at half-maximal effect; % is scaled to controls: 0 for no effect and ±100 for the full control effect; nearly all actives have a fitted effect of over 75% in size
Target sequence (Q96KQ7 913-1193 limits assumed): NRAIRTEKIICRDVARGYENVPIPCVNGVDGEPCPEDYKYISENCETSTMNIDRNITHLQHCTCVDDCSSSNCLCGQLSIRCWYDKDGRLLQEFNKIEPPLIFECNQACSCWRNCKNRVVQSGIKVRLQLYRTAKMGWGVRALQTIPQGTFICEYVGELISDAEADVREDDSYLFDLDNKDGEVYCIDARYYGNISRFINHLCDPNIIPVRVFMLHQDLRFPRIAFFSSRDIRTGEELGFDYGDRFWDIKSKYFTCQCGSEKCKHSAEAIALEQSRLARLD
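Compounds were preincubated with 20 nM G9a for 15 min, after which biotinylated H3K9 peptide (500 nM) and SAM (20 uM) started a 2 h room-temperature reaction. Monomethylated product was quantified by antibody-based AlphaScreen chemiluminescence.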
JMJD2A Tudor: JMJD2A Tudor domain (human) inhibition; AlphaScreen JMJD2A-Tudor / H3K4me3 peptide binding; Potency, µM (highest dose often 114 µM), for inactives: top-dose activity change, negative = inhibition, usual class: inhibitors; actives 4.4% (n = 390,000); AID 504339; also: potency is read from the fitted curve at half-maximal effect; % is scaled to controls: 0 for no effect and ±100 for the full control effect; nearly all actives have a fitted effect of over 50% in size
Tb PGK inh: T. brucei PGK inhibition; PGK/GAPDH coupled, Kinase-Glo luminescence, 60 min; Potency, µM (highest dose often 57.5 µM), without a hit: top-dose activity change, negative = inhibition, hits mostly inhibitors; actives 0.043% (n = 380,000); AID 602233; also: potency is read from the fitted curve at half-maximal effect; % is scaled to controls: 0 for no effect and ±100 for the full control effect; nearly all actives have a fitted effect of over 60% in size
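Luminescent ATP detection (Kinase-Glo Plus) follows a 60-minute room-temperature incubation, with wells lacking PGK as controls. Buffer: 100 mM TEA (pH 7.6), 5 mM MgCl2, 0.01% Tween-20. Coupling enzyme GAPDH (100 nM final) supplies unstable 1,3-BPG in-well.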
HP1b binding inh: HP1-beta chromodomain-methylated histone interaction inhibition; Potency, µM (series often up to 114 µM), for inactives: at the top dose activity change, negative = inhibition, usual class: inhibitors; AlphaScreen HP1-beta / biotin-H3K9me3 peptide binding; actives 0.56% (n = 390,000); P83916; also: potency is read from the fitted curve at half-maximal effect; nearly all actives have a fitted effect of over 70% in size; inactives centre near 23
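AlphaScreen: HP1-beta (50 nM) preformed 30 min with biotin-H3(1-18)K9me3 peptide (50 nM) in PBS pH 7.4, 0.01% Tween-20. Compound added for 30 min at RT, then streptavidin donor/nickel chelate acceptor beads (10 ug/mL) for 30 min.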
ERG-DNA inh: ERG Ets/DNA interaction inhibition | P11308 | fluorescence polarization, His-ERG Ets domain / labelled DNA | Potency, µM (titrated, usually from 76.9 µM), for inactives: top-dose FP activity, negative = inhibition, actives largely listed as inhibitors | actives 0.028% (n = 370,000) | AID 624246; active = well fitted inhibition curve with a large enough effect in the polarisation, with a control signal flat; inconclusive = small, poorly fitted or top-dose-only effect, or effect the other way, or a change in a side signal; inactive = no such curve, though single readings can be large or run the other way; the % refers to the polarisation;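 also: polarization taken with two DNA probes labelled with fluorescein and Texas red; potency is read from the fitted curve at half-maximal effect; % of control where 0% means no effect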
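His-tagged ERG Ets domain (1 uM in the protein solution; 300mM KCl, 50mM Tris-HCl, 1mM EDTA, 1mM DTT, pH 7.5) received compound, then a probe mix of 5 nM fluorescein-DNA and 100nM Texas-615-DNA. Fluorescence polarization was read for both dyes.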
An asterisk follows results filed as active; i = inactive; ? = inconclusive; . = no result given; [ ] = another dose, or the depositor's remark. Unless noted, calls follow the shape of the dose curve; as a rule, active = well fitted curve in the direction sought with a large enough effect; inconclusive = small, poorly fitted or top-dose-only effect, or another doubt; inactive = no such curve, though single readings can be large; an effect the other way counts as inactive or inconclusive.

Under each structure: HP1b binding inh | JMJD2A Tudor | G9a inh | GLS inhibitor | BAZ2B inh | Pin1 inhibitor | PI4K2A block | Tb PGK inh | ERG-DNA inh
- CCc1ccccc1NC(=O)Nc1nnc(N2CCCC2)s1
  0% | -11% | -34%[59 µM] | -23% | -7% | -6% | 2 | i | 0%
- COc1ccc(-c2c(C#Cc3ccsc3)c3cc(-c4ccc5cc[nH]c5c4)ccc3n2C)cc1
  26% | -14% | . | 2% | . | 23% | -5 | -1% | -9%
- O=C(CC1SC(N2CCOCC2)=NC1=O)Nc1ccccc1Cl (stereo not drawn)
  50%[activator] | -16% | 7%[2.33 µM] | -3% | -12% | 12% | -5 | -4% | 0%
- CC(=NCCc1c(C)[nH]c2ccc(OC(F)(F)F)cc12)C1=C(O)CC(c2ccccc2)CC1=O (stereo not drawn)
  12% | -22% | 9%[12.7 µM] | -10% | -16% | 0% | 0 | -1% | 12%
- CCC(C(=O)N1CCN(S(=O)(=O)c2ccc(F)cc2)CC1)c1ccccc1 (stereo not drawn)
  28% | -7% | 9%[12.7 µM] | 0% | 8% | 7% | 0 | 13% | 5%
- O=C(O)C1CC=CCC1C(=O)NNc1ccccc1 (stereo not drawn)
  5% | 10%[57.1 µM] | 14µM* | -14% | -11% | -4% | -3 | 6% | -10%
- CCOc1ccc2oc(-c3ccccc3)c(C(=O)N3CCN(C)CC3)c2c1
  -18% | -31% | 13%[2.33 µM] | -13% | -2% | -2% | 3 | i | -7%
- COC(=O)C1=C(Nc2cc(Cl)cc(Cl)c2)CSC1
  9% | -2% | 3% | -16% | 1% | -3% | 3 | -11% | -10%
- Cn1c(Cc2ccccc2)nnc1SCC(=O)NC1CCCCC1
  22% | -5% | 7%[12.7 µM] | 8% | -3% | 3% | 37 | 5% | -7%
- O=C(Nc1ccc(Cl)cc1)c1cccc(S(=O)(=O)Nc2ccccn2)c1
  28% | 16% | . | -5% | -11% | -2% | 0 | -12% | 20%
- CC(C)(C)NS(=O)(=O)c1ccc(OCC(=O)NCC2CCCO2)cc1 (stereo not drawn)
  -7% | -17% | -13% | -1% | -7% | 14% | -1 | -2% | -1%
- Cn1cccc1C(=O)NC(=O)COC(=O)CC12CC3CC(CC(C3)C1)C2
  11% | -7% | ? | -4% | -32% | 2% | 1 | -4% | -6%
- CN(C)c1ccc(Nc2ccc([N+](=O)[O-])cn2)cc1
  -4% | ? | . | 5% | ? | 2% | -5 | -7% | ?
- Cc1ccc(NS(=O)(=O)c2ccccc2F)cc1S(=O)(=O)N1CCCCCC1
  10% | -16% | -36% | 7% | 3% | -3% | 2 | -2% | 6%
- CCC1CN(C(=O)C2CCN(S(=O)(=O)c3c(C)noc3/C=C/c3ccccc3F)CC2)c2cc(C)ccc2O1 (stereo not drawn)
  29%[57 µM] | -4% | -1%[59 µM] | 0% | 1% | 3% | -4 | -3% | -2%
- CC(NC(=O)COC(=O)CN1C(=O)NC2(CCCC2)C1=O)c1ccc(F)cc1 (stereo not drawn)
  21% | -9% | . | -1% | . | 0% | -3 | i | -10%
- Cc1ccccc1NC(=O)c1sc2nc3n(c(=O)c2c1C)CCC3
  35% | -11% | -13%[59 µM] | -6% | -1% | -6% | -3 | i | -1%
- CCn1c(/N=C/c2c[nH]c3ccccc23)nc2ccccc21
  7% | ? | ? | 2% | ? | 0% | 2 | -9% | 0%
- CCOCC(=O)Nc1ccc([N+](=O)[O-])cc1OC
  5% | -10% | -11% | -9% | -13% | -3% | 0 | 9% | 2%
- Cc1csc(=O)n1CCC(=O)OCC(=O)Nc1ccc(C(N)=O)cc1
  16% | 1% | -23% | 1% | -6% | 1% | 0 | -8% | 10%
- O=C(NC12CC3CC(CC(C3)C1)C2)N1CCC(O)(c2ccc3c(c2)OCO3)CC1
  15% | -7% | 6%[2.33 µM] | -1% | 3% | 3% | 6 | . | -7%
- COc1ccc(CC(=O)NCc2ccc(-n3cccc3)cc2)cc1OC
  15% | ? | ? | 120%[activator] | -23% | 18% | 459 | -18% | 2%
- COC(=O)/C(=C/c1ccco1)NC(=O)c1ccc(Br)o1
  52%[activator] | -2% | 45µM* | -2% | 13% | -19% | -7 | -6% | -6%
- Cc1cccc(N2CC(C(=O)Nc3ccc(S(=O)(=O)Nc4nccs4)cc3)CC2=O)c1C (stereo not drawn)
  13% | 0% | ? | -8% | -22% | 3% | 2 | 0% | -3%
- O=C(N/C(=C/C=C/c1ccccc1)C(=O)N1CCOCC1)c1ccccc1Cl
  40%[activator] | -9% | -2% | -8% | -17% | 3% | 6 | 7% | 3%
- C#CCNC(=O)C1=C[C@@H](C2CCCCC2)C[C@@H](OCc2ccc(CO)cc2)O1
  38% | -24% | . | -10% | -22% | -1% | 2 | -4% | -1%
- COc1ccc(/C=C/C(=O)c2ccc([N+](=O)[O-])o2)cc1
  12% | -24% | 8%[12.7 µM] | -6% | 1% | -1% | 2 | -9% | 3%
- FC(F)(F)c1cccc(CN2CCC(c3cc(-c4cccs4)n[nH]3)CC2)c1
  -13% | ? | ? | 0% | -38% | 4% | -15 | 1% | 0%
- Cc1cc(C)nc(SC2c3cccc4cccc(c34)C2NS(=O)(=O)c2ccccc2)n1 (stereo not drawn)
  28% | -21% | 2% | -9% | -5% | 32%[activator] | 2 | -14% | 2%
- COc1ccc(-c2cc(C(=O)Nc3cc(S(=O)(=O)N4CCOCC4)ccc3N3CCOCC3)c3ccccc3n2)cc1
  39%[activator] | 1% | -40% | 1% | -11% | 15% | 7 | -6% | -8%
- O=C(c1ccc(F)cc1)N1CCCC(C(=O)N2CCCCC2)C1 (stereo not drawn)
  33% | -6% | 68%[activator] | 2% | -3% | -2% | 2 | -9% | 5%
- CC1(C)CC(=O)c2cc(OCC(=O)NCCN3CCCc4ccccc43)ccc2O1
  23% | -5% | -8%[12.7 µM] | -10% | -30% | ? | 11 | -1% | -8%
- O=C(O)c1nn(CCOc2ccccc2F)c(=O)c2ccccc12
  5% | -20% | 6% | 0% | -5% | 6% | 2 | -1% | 14%
- Cn1c(/N=C/c2cc(Cl)ccc2O)nc2ccccc21
  49%[activator] | -15% | 16%[59 µM] | 56%[activator] | 4% | -1% | 1 | -2% | 1%
- CC(=O)N(c1ccc2oc(=O)sc2c1)S(=O)(=O)c1ccc(C(=O)O)cc1
  11% | -24% | 18µM* | -8% | -15% | -14% | 4 | -4% | -4%
- O=C(CSc1ccc(-c2ccco2)nn1)N1CCCCCC1
  25% | ? | ? | 3% | ? | 0% | -1 | -4% | 1%
- O=C1[C@H]2[C@@H](c3ccc(F)cc3)N3C(=O)N(c4cccc(Cl)c4)C(=O)[C@@]3(Cc3ccccc3)[C@H]2C(=O)N1C1CCCCC1
  -8% | -27% | -9%[2.33 µM] | -6% | -1% | 9% | -3 | i | 20%
- Cc1cc(C(F)(F)F)c2c(N)c(C(=O)NC3CC3)sc2n1
  29% | -6% | . | -1% | 9% | -7% | 0 | -9% | -5%
- CSc1nc(NNC=O)cc(Oc2ccc(NC(C)=O)cc2)n1
  45%[activator] | 3% | . | 24% | 1% | -6% | -2 | 7% | -5%
- CCCn1c(=N)c(C(=O)NCc2ccc3c(c2)OCO3)cc2c(=O)n3cccc(C)c3nc21
  31% | -6% | . | -3% | -19% | 1% | 2 | -2% | 3%
- CN1CCN(c2ncnc3c2cnn3-c2cccc(Cl)c2)CC1
  19% | -20% | -8%[59 µM] | -4% | -10% | -3% | 1 | 3% | 2%
- COc1ccc(NC(=O)CCCn2nc(C)c3c(C)n(-c4ccccc4)nc3c2=O)cc1OC
  46%[activator] | -12% | 0% | -1% | -2% | -7% | 0 | i | 1%
- COc1ccc(CN2C(=O)c3cccc4cccc(c34)C2=O)cc1
  11% | 4% | -2% | -4% | -16% | 17% | 0 | 1% | -5%
- Nc1cc2c(cc1C(=O)c1cccc(Br)c1)OCCO2
  ? | 45µM* | 18µM* | 7% | 35µM* | -12% | -7 | -6% | -6%
- COc1ccc(OCC(=O)OC(C)CN2CCOCC2)cc1 (stereo not drawn)
  51% | 2% | ? | 5% | 9% | -14% | -4 | 7% | -2%
- Cc1cc([N+](=O)[O-])nn1CCCC(=O)NC(C)c1ccccc1 (stereo not drawn)
  12% | -34% | 8%[59 µM] | 4% | -30% | 0% | 2 | 9% | -3%
- NC(=O)c1ccc(NC(=O)COC(=O)/C=C/c2cn(-c3ccccc3)nc2-c2cccnc2)cc1
  11% | -12% | 8%[59 µM] | 6% | -4% | ? | -7 | 4% | -7%
- COc1ccc(S(=O)(=O)Nc2ccccc2-c2nc3ccccc3[nH]c2=O)cc1
  29% | -17% | -16% | 1% | -5% | -2% | -1 | 3% | 6%
- CCC(=O)c1ccc(OCC(=O)Nc2ccccc2C(=O)N2CCCCC2)cc1
  -1% | -3% | ? | -8% | 5% | 1% | 0 | 0% | -4%

Screens (PubChem BioAssay)
